Bioassay records: PubChem, National Center for Advancing Translational Sciences (NCATS)
APE1 inh: qHTS Assay for Inhibitors of the Human Apurinic/apyrimidinic Endonuclease 1 (APE1); DNA repair nuclease/redox regulator APEX1 (Homo sapiens), P27695; recombinant APE1, TAMRA/BHQ-2 abasic DNA cleavage fluorescence; Potency, µM (series often up to 65.8 µM), for inactives: at the top dose activity change, negative = inhibition, usual class: inhibitors; 350,000 compounds, 0.35% hits; AID 2517, 2012;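 further: plate controls were vehicle for no effect and reference inhibitor for full effect; nearly all actives have a fitted effect of over 55% in size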
Target sequence (P27695 whole entry, looked up): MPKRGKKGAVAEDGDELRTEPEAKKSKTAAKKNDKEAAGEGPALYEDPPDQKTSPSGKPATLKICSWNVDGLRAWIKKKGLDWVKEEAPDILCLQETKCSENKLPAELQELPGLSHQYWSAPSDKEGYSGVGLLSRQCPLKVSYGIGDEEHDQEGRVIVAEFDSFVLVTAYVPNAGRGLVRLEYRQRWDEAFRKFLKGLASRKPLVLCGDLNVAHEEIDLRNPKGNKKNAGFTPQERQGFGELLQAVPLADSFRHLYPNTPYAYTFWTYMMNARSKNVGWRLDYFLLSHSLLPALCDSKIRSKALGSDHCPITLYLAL
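Readout is kinetic fluorescence (ex 525, em 598 nm) from cleavage of 50 nM TAMRA/BHQ-2 THF abasic duplex by 0.75 nM APE1, compound added 15 min beforehand at RT.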
POLB inh: qHTS Assay for Inhibitors of DNA Polymerase Beta; P06746; Potency, µM (highest dose often 114 µM), for the others: at the highest dose activity change, negative = inhibition, hits mostly inhibitors; Pol beta primer extension/strand displacement, fluorescence kinetic; 340,000 compounds, 1.3% hits; further: on the % scale 0 is the no-effect control and ±100 the full control effect
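Kinetic readout of DNA synthesis with strand displacement by Pol beta. Compound and 10 nM enzyme sit 15 min at room temperature; 50 nM substrate starts the reaction, read immediately and at 10 min.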
JMJD2A Tudor: qHTS Assay for Inhibitors of JMJD2A-Tudor Domain. AID 504339, 2011. Lysine-specific demethylase 4A (Homo sapiens), O75164. 390,000 compounds, 4.4% hits. AlphaScreen JMJD2A-Tudor / H3K4me3 peptide binding. Potency, µM (doses to about 114 µM), for inactives: at the top dose activity change, negative = inhibition, actives largely listed as inhibitors; further: on the % scale 0 is the no-effect control and ±100 the full control effect; nearly all actives have a fitted effect of over 50% in size
BLM inh: qHTS Assay for Inhibitors of Bloom's syndrome helicase (BLM) | recombinant BLM DNA unwinding, fluorescence dequenching | Potency, µM (top dose mostly 56.1 µM), for inactives: at the highest dose activity change, negative = inhibition, most hits filed as inhibitors | RecQ-like DNA helicase BLM (Homo sapiens), P54132 | 350,000 compounds, 0.2% hits | AID 2528, 2010;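 further: plate controls were vehicle for no effect and no enzyme for full effect; nearly all actives have a fitted effect of over 35% in size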
BAZ2B block: qHTS Assay for Inhibitors of BAZ2B. Bromodomain adjacent to zinc finger domain protein 2B (Homo sapiens), Q9UIF8. AlphaScreen BAZ2B-H3K14Ac peptide displacement. Potency, µM (top dose mostly 114 µM), inactives show at the highest dose activity change, negative = inhibition, usual class: inhibitors. 360,000 compounds, 4.4% hits; further: on the % scale 0 is the no-effect control and ±100 the full control effect; nearly all actives have a fitted effect of over 60% in size
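In this displacement format the biotinylated H3(5-23) peptide acetylated at Lys14 serves as ligand at 50 nM, with BAZ2B at 50 nM in PBS pH 7.4 containing 0.01% Tween-20. Donor and acceptor beads are 10 ug/mL final.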
Pol iota inh: qHTS for Inhibitors of Polymerase Iota; AID 588590, 2011; 390,000 compounds, 1% hits; Potency, µM (titrated, usually from 115 µM), for the others: at the highest dose activity, negative = inhibition, usual class: inhibitors; Pol iota fluorescent replication assay, 10 min
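Pol iota at 10 nM preincubated 15 min with compounds at room temperature; reaction started with fluorescent substrate, 50 nM final. Fluorescence read kinetically at 0 and 10 min; buffer-only wells as negative control.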
G9a inh: qHTS Assay for Inhibitors of Histone Lysine Methyltransferase G9a | G9a H3K9 monomethylation, AlphaScreen, 2 h | Potency, µM (doses to about 102 µM), for the others: at the highest dose activity, negative = inhibition, hits mostly inhibitors | 350,000 compounds, 8.8% hits; further: on the % scale 0 is the no-effect control and ±100 the full control effect; nearly all actives have a fitted effect of over 75% in size
Target sequence (Q96KQ7 913-1193 limits assumed): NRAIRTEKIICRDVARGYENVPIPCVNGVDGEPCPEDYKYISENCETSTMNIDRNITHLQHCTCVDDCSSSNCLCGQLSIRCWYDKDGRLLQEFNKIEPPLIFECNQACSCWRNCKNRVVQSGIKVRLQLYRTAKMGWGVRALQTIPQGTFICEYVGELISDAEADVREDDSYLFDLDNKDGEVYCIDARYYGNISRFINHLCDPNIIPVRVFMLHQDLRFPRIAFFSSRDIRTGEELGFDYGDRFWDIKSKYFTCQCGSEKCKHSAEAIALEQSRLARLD
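Using a bead-based AlphaScreen, monomethylated H3K9 product from 2 h room-temperature reactions (G9a 20 nM, peptide 500 nM, SAM 20 uM) was detected with 0.5 ug/mL rabbit anti-H3K9me1 antibody.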
Pol kappa inh: qHTS for Inhibitors of Polymerase Kappa; DNA polymerase kappa (Homo sapiens), Q9UBT6; purified Pol kappa, fluorescent DNA synthesis assay, 10 min; Potency, µM (series often up to 107 µM), without a hit: at the top dose activity, negative = inhibition, usual class: inhibitors; 400,000 compounds, 0.53% hits; AID 588579, 2011; further: on the % scale 0 is the no-effect control and ±100 the full control effect
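Fluorescent qHTS in 1536-well format: enzyme (10 nM) and compound sat 15 min at room temperature before 50 nM substrate (final) was added. Signal taken at 0 and 10 min; no-enzyme buffer wells were negative controls.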
POLH inh: qHTS for Inhibitors of Polymerase Eta. recombinant Pol eta, fluorescent DNA replication assay. Potency, µM (titrated, usually from 114 µM), without a hit: at the highest dose activity change, negative = inhibition, actives largely listed as inhibitors. DNA polymerase eta (Homo sapiens), Q9Y253. 390,000 compounds, 1.2% hits; further: on the % scale 0 is the no-effect control and ±100 the full control effect
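Fluorescent replication assay: 50 nM final substrate added after a 15 min room-temperature compound preincubation with 10 nM enzyme. Signal taken at 0 min and again at 10 min.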
Starred values were filed as active, the others as inactive; ? = inconclusive; nt = no result given; & = joins results of further samples; [ ] = dose if it differs, or a comment. The call rests on the fitted dose curve; in most records, active means well fitted curve in the direction sought with a large enough effect; inconclusive means small, poorly fitted or top-dose-only effect, or another doubt; inactive means no such curve, though single readings can be large; an effect the other way counts as inactive or inconclusive. Potency means the concentration at half of the fitted maximal effect. This is a subset; rates above refer to the full screens.

SMILES	APE1 inh	POLB inh	JMJD2A Tudor	BLM inh	BAZ2B block	Pol iota inh	G9a inh	Pol kappa inh	POLH inh
CCOC(=O)C1CCCN(S(=O)(=O)c2cccc3cccnc23)C1 (stereo not given)	1%	-5%	1%	0%	14%	3%	0%[59 µM]	-7%	-2%
COc1cccc(C(=O)N/N=C/c2ccc(OC3CSC3)cc2)c1	-2%	-1%	6%	2%	5%	-5%	9%	11%	-8%
Cc1cccc(C)c1NC(=S)NCCc1ccccn1	3%	16%	-5%	3%	3%	20%	-24%[59 µM]	-1%	-22%
COc1cc(C(=O)N(Cc2ccccn2)CC2CCCO2)cc(OC)c1OC (stereo not given)	0%	?	18µM*	-4%	56µM*	?	-39%[12.7 µM]	-4%	-3%
CCOc1ccc(-c2cnc(NCc3ccc(OC)cc3OC)n2C)cc1	nt	4%	28µM*	4%	?	?	16µM*	7%	-12%
C=CCn1c(O)c(C=Nc2ccccc2)sc1=S	-1%	?	-12%	-4%	-18%	16%	50µM*	1%	-17%
O=[N+]([O-])c1ccc(NCc2ccc(Cl)cc2)nc1	-7%	-25%	?	-6%	-21%	55%[activator]	-1%	-16%	-15%
Cc1ccc(NC2CCCN(C(=O)c3cc(C(C)C)[nH]n3)C2)cc1C (stereo not given)	18%	-1%	-9%	0%	-27%	35%[activator]	?	-10%	-12%
O=C(NCCS(=O)(=O)c1ccc(Br)cc1)c1ccc(Cl)cc1	28%	30%	-12%	-1%	6%	-20%	102%[activator]	-9%	1%
Cc1cc(NCc2ccccn2)n2nc(C)c(-c3ccc(Cl)cc3)c2n1	1%	2%	6%	-11%	29%	151%[activator]	9%	-3%	-16%
COc1ccc(CC(NC(C)=O)C(=O)NC2CCN(C(=O)NCc3ccccc3)CC2)cc1OC (stereo not given)	-3%	0%	-5%	2%	3%	14%[58.9 µM]	3%	-8%	-1%
CCOc1ccccc1C(=O)NCC(=O)OCC(=O)c1ccc2c(c1)OCCO2	-2%	71µM*	-14%	-3%	?	?	-42%[59 µM]	-36%	3%
CC(C)c1nc2sc3c(=O)[nH]c(=S)[nH]c3c2c2c1CCCC2	11%	26%	?	3%	?	9%	nt	-1%	-18%
Cc1nn(CC#N)c(=O)n1-c1cccc(F)c1	11%	30%	-8%	-1%	9%	9%	12%[12.7 µM]	-2%	5%
CC(C)(C)NC(=O)CSCc1ccc(Br)cc1	0%	1%	1%	-7%	2%	26%	18%[12.7 µM]	13%	-10%
CSc1nnc(-c2sccc2-n2cccc2)o1	-5%	-23%	-26%	-7%	?	47%[activator]	-43%	6%	-17%
COc1cc(Cl)c(NC(=O)CN(C)S(=O)(=O)c2ccc3[nH]c4c(c3c2)CCCC4)c(OC)c1	nt	11%	?	-8%	-25%	12%	?	4%	-7%
Cn1nc([N+](=O)[O-])c(C(C#N)c2nc3ccccc3n2C)c(Cl)c1=O (stereo not given)	-9%	12%	?	-7%	35µM*	?	?	-12%	?
COc1ccc(C(=O)COC(=O)c2ccc(NC(C)=O)cc2)cc1[N+](=O)[O-]	13%	8%	-14%	1%	6%	2%	-10%[59 µM]	-12%	4%
Cc1ccc(S(=O)(=O)Nc2cccc(C(=O)NCC(c3ccco3)N3CCCCC3)c2)cc1F (stereo not given)	6%	nt	-27%	nt	-6%	18%	?	-3%	-18%
O=C1Nc2ccc(S(=O)(=O)Nc3ccccc3O)c3cccc1c23	nt	?	-22%	-1%	-26%	?	13µM*	-7%	-15%
O=c1[nH]ncc(N/N=C\c2ccc(O)cc2O)c1Cl	-4%	-7%	-6%	-23%	-18%	9%	0%	-7%	-19%
Cc1nonc1NCn1nnc2ccccc21	2%	13%	21%[11.4 µM]	1%	8%	12%	nt	-3%	-5%
CC(=O)OCC(=O)C1(O)CCC2C3CCC4C(OC(C)=O)C(=O)CCC4(C)C3C(=O)CC21C (stereo not given)	nt	nt	-8%	nt	nt	18%	nt	-5%	-17%
CCN(CC)CCCNC(=O)c1cn(CC(C)C)c(=O)c2c1c1ccccc1n2C	30%	?	-9%&-15%	0%&3%	-2%&-18%	32%[activator]	-16%	3%&-23%	-20%&-17%
COc1cc(/C=C(\C#N)c2ccccn2)ccc1OCc1ccccc1Cl	0%	5%[57.1 µM]	10%	-7%	26%	8%	-13%	3%	-17%
Cc1ccc(/C(N)=N/OC(=O)CCc2ccccc2)cc1	14%	2%	106%[activator]	-6%	187%[activator]	24%	185%[activator]	-5%	-9%
CCCc1cc(=O)[nH]c(SCC(=O)Nc2ccc(C)cc2)n1	2%	6%	-1%	-2%	0%	13%	14%	8%	-12%
Cc1c(C(=O)NNC(=O)c2cccnc2)cccc1[N+](=O)[O-]	28%	nt	-19%	nt	nt	6%	nt	-2%	-4%
Cc1ccc(S(=O)(=O)NCCC(=O)NCCc2ccccc2)cc1	nt	nt	-15%	nt	nt	?	nt	-8%	-6%
COc1ccc(S(=O)(=O)Cc2ccc(C(=O)NCc3ccc(F)cc3)o2)cc1	-5%	-16%	nt	0%	11%	nt	-19%	nt	nt
CCn1cc(C(=O)NCCc2ccc(Cl)cc2)c(=O)c2cc(S(=O)(=O)N3CCCCCC3)ccc21	nt	0%	-2%	-10%	nt	-3%	0%[59 µM]	-5%	?
O=C(/C=C/c1ccccc1F)c1ccoc1	16%	47%	10%	-6%	7%	?	-3%[2.33 µM]	-5%	?
O=C(CSc1cn(CCNC(=O)c2c(F)cccc2F)c2ccccc12)NCC1CCCO1 (stereo not given)	-10%	13%	-22%	-1%	-16%	16%	10%	-2%	-3%
COc1ccc(NC(=O)C(c2ccc(OC)cc2)N(C)C(=O)c2cnccn2)cc1 (stereo not given)	3%	-2%	-7%	1%	-2%	-7%	-47%[12.7 µM]	4%	-14%
O=S(=O)(NCc1cc(-c2ccccc2Cl)no1)c1ccc(Cl)cc1	-1%	30%[activator]	?	-10%	5%	2%	43%	-9%	-5%
CC(C)(C)C1CCc2nc(NC(=O)Cc3cn4ccsc4n3)sc2C1 (stereo not given)	-3%	-12%	?	0%	?	0%	?	-9%	-22%
CCCCCOc1ccc(C(C)(O)C(CN2CCOCC2)c2ccccc2)cc1 (stereo not given)	13%	-4%	-20%	-13%	1%	9%	8%	9%	-21%
COC(=O)c1[nH]c2ccc(Br)cc2c1NC(=O)CN1CCCc2ccccc21	-6%	17%	-26%	-11%	-6%[57.1 µM]	3%	-24%[59 µM]	-3%	-18%
COc1ccc(OC)c(CNC(=O)CCc2cn(C)c3ccccc23)c1	8%	8%	?	-10%	-28%	?	?	-7%[60.1 µM]	-3%
CCCNC(=O)C(Cc1cccc(Br)c1)NC(=O)c1ccc(C#N)cc1 (stereo not given)	54%[activator]	nt	-12%	nt	1%	16%	14%[0.501 µM]	8%	-3%
O=C(CN1C(=O)NC(CCc2ccccc2)C1=O)Nc1ccccc1C(F)(F)F (stereo not given)	13%	nt	-10%	nt	nt	17%	nt	-4%	-2%
COc1ccc(CCNc2cc(C)nc(N)n2)cc1OC	-7%	16%	-12%	3%	-4%	17%	8%[2.33 µM]	7%	?
Clc1ccc(CNc2nc(CN3CCOCC3)nc3scc(-c4ccccc4)c23)cc1	6%	7%	?	2%	50µM*	12%	?	-15%	-21%
Cc1cc(C)c(C(=O)Nc2cccc(F)c2)c(Cl)n1	8%	25%	-5%	-5%	-7%	14%	23%[59 µM]	-3%	-15%
CNC(=O)C1CC(=O)N(CCc2ccc(C)cc2)C1 (stereo not given)	-11%	11%	-13%	2%	15%	13%	34%[activator]	5%	-18%
CCn1c(CCNC(=O)c2cccs2)nnc1SCC(=O)Nc1cccc(Cl)c1	nt	nt	-5%	nt	nt	8%	nt	-2%	-9%
COc1ccccc1-n1c(SCC(=O)O)nc2c(sc(=S)n2-c2ccc(Cl)c(C)c2)c1=O	18%	2%	-7%	-4%	-1%	-29%	0%	10%	-7%
O=C(N=C1SC2CS(=O)(=O)CC2N1c1ccc(Cl)cc1)C1CCCO1 (stereo not given)	0%	10%	-14%	4%	0%	7%	38%	0%	0%
O=C(Nc1c(C(=O)N2CCCC2)cnn1-c1ccccc1)c1cccc(F)c1	8%	7%	-7%	3%	-3%	18%	11%[59 µM]	-8%	-13%
COc1ccc(-c2cc(C(=O)Nc3sc4c(c3C#N)CCCC4)no2)cc1OC	nt	17%	2%	-5%	-1%	18%	10µM*	7%	-16%
CN(C)S(=O)(=O)c1ccc2c(c1)c(=O)c(C(=O)N1CCN(c3ccccn3)CC1)cn2C	10%	18%	-1%	0%	-3%	9%	-2%	-21%	-10%
CNC(=S)NC1CC2CCC(C1)N2Cc1ccccc1 (stereo not given)	1%	48%	3%	-5%	-3%[57.1 µM]	30%	22%[59 µM]	-8%[60.1 µM]	3%

Five entries drawn at random from those above, as already listed:
SMILES	APE1 inh	POLB inh	JMJD2A Tudor	BLM inh	BAZ2B block	Pol iota inh	G9a inh	Pol kappa inh	POLH inh
CCn1c(CCNC(=O)c2cccs2)nnc1SCC(=O)Nc1cccc(Cl)c1	nt	nt	-5%	nt	nt	8%	nt	-2%	-9%
O=C(CN1C(=O)NC(CCc2ccccc2)C1=O)Nc1ccccc1C(F)(F)F (stereo not given)	13%	nt	-10%	nt	nt	17%	nt	-4%	-2%
CNC(=O)C1CC(=O)N(CCc2ccc(C)cc2)C1 (stereo not given)	-11%	11%	-13%	2%	15%	13%	34%[activator]	5%	-18%
COc1ccc(-c2cc(C(=O)Nc3sc4c(c3C#N)CCCC4)no2)cc1OC	nt	17%	2%	-5%	-1%	18%	10µM*	7%	-16%
O=C(Nc1c(C(=O)N2CCCC2)cnn1-c1ccccc1)c1cccc(F)c1	8%	7%	-7%	3%	-3%	18%	11%[59 µM]	-8%	-13%
